High-throughput results from PubChem.
OXTR ag = human OXTR agonism. hit rate 0.32% among 320,000. activation, % at 3 µM. CHO-OTR cells, Fluo-8 calcium fluorescence; normalized: DMSO 0%, oxytocin 100%;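 active = activation above the mean of all tested compounds plus 3 SD, cutoff set per screening run, cut at about 20% in these data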;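 note: peak over basal fluorescence ratio from a 100 s FLIPR kinetic read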
Target sequence (P30559 whole entry, looked up): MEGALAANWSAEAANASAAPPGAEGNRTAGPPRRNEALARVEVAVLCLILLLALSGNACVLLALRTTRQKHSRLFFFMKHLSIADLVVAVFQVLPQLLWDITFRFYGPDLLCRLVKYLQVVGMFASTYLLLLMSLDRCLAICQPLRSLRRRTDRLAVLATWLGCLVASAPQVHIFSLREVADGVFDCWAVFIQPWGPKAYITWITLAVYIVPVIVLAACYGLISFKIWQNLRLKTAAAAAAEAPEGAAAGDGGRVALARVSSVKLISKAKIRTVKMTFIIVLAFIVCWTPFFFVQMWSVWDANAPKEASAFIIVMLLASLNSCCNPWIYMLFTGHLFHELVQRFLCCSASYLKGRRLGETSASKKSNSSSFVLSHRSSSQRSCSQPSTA
TAAR1 antagonist = human TAAR1 antagonism | Q96RJ0 | CHO RD-HGA16 TAAR1, Fluo-8 calcium fluorescence, antagonist | inhibition, % at 3 µM | hit rate 1.5% among 360,000 | AID 624466;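 active = inhibition above a per-plate cutoff, the mean inhibition of test compounds on that plate plus 3 SD, cut at about 49% in these data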;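 note: 0% = DMSO plus EC80 beta-PEA response and 100% = DMSO alone without agonist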
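Test system: CHO RD-HGA16 cells bearing hTAAR1 | Reagent: β-PEA, EC80 | Compound dosing: 3 µM, single point | Schedule: Dye loading 75 min at 37 °C, then 30 min room temperature | Signal: Calcium fluorescence with Fluo-8 | Evaluation: Percent inhibition of PEA-evoked calcium signal, max/basal emission ratio | Control set: DMSO-only wells and EC80 β-PEA-stimulated wells | Repeats: Singlicate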
CHO-K1 Ca antag = counter-screen for M1 antagonists: effect in parental CHO-K1 cells. ATP-induced calcium, Fluo-8 fluorescence. inhibition, % at 3 µM. hit rate 0.6% among 360,000. AID 602250;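 active = inhibition above a per-plate cutoff, the plate's mean sample inhibition plus 3 SD, cut at about 24% in these data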;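 note: 0% = DMSO plus EC80 ATP and 100% = DMSO alone without ATP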
CHO-K1 Ca ag = nonselective activator or artifact in parental CHO-K1 cells; Fluo-8 calcium fluorescence; scaled to maximal ATP response, vehicle zero; activation, % at 3 µM; hit rate 0.48% among 360,000; AID 602248; in the data active = activation above about 15%;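 note: untransfected CHO-K1 host cells lacking M1 receptor as counterscreen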
GPR7 antagonist = human neuropeptides B/W receptor 1 antagonism; P48145; GPR7-expressing cells, fluorescence antagonist assay; inhibition, % at 4.4 µM; hit rate 1.1% among 290,000; AID 1861; in the data active = inhibition above about 16%, passing the limit was not always enough;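 note: cells stimulated with the agonist NPW; 0% = agonist with vehicle and 100% = vehicle without agonist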
V1R ag counter = V1a receptor agonism, counter-screen for OXTR agonists; P37288; CHO-V1R cells, Fluo-8 calcium fluorescence, agonist mode; 0% DMSO, 100% 3 nM vasopressin; activation, % at 3 µM; hit rate 0.25% among 320,000; AID 2797;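 active = activation above the mean activation of all tested compounds plus 3 SD, per screening run, cut at about 20% in these data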;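 note: signal is peak over basal fluorescence ratio across a 100 second FLIPR read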
Target sequence (P37288 whole entry, looked up): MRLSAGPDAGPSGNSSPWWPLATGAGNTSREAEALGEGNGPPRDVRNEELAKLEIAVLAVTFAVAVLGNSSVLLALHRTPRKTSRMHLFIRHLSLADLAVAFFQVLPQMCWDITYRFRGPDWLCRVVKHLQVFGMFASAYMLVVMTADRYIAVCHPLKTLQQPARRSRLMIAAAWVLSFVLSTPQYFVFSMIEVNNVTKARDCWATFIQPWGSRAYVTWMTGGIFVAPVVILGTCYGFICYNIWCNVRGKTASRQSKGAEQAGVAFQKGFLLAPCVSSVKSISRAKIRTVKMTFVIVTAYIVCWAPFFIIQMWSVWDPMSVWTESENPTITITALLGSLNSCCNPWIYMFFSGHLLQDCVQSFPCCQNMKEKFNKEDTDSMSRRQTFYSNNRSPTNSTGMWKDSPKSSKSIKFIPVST
OXTR potentiate = potentiates the human oxytocin receptor response; CHO-OTR cells, Fluo-8 calcium fluorescence, potentiator mode; 0% = oxytocin EC15, 100% = EC100; activation, % at 3 µM; hit rate 0.061% among 320,000; AID 2445;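 active = activation above that plate's cutoff, the mean activation of tested compounds plus 3 SD, cut at about 6.6% in these data, passing the limit was not always enough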;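 note: 100% uses oxytocin at 75 nM as the full agonist control; some results filed as inactive read as strong as hits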
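System: human OTR in CHO cells / Also added: sub-maximal oxytocin, roughly EC15 / Control set: EC15 oxytocin low, 75 nM oxytocin high / Schedule: 6 min compound pre-incubation at room temperature, 100 s kinetic read / Compound: single-point 3.0 µM / Replication: singlicate / Technique: Fluo-8 calcium dye fluorescence / Read-out basis: % activation of max/min ratio relative to oxytocin controls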
M1 PAM parental = counter-screen for M1 PAMs: effect in parental CHO-K1 cells; ATP EC20, Fluo-8 calcium fluorescence; 0% at ATP EC20, 100% at ATP max; activation, % at 3 µM; hit rate 0.02% among 360,000; AID 602247;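 active = activation above the run cutoff, the mean activation of all test compounds plus 3 SD, cut at about 40% in these data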;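 note: peak over basal fluorescence ratio in a 140 s read after ATP addition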
CHO parental Ca = counter-screen: ATP calcium response change in parental CHO cells | parental CHO-K1, ATP-induced calcium, Fluo-8 fluorescence | inhibition, % at 5.6 µM | hit rate 0.63% among 330,000 | AID 463079;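 active = inhibition above that plate's mean sample inhibition plus 3 SD, cut at about 26% in these data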;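 note: 0% = ATP-challenged DMSO wells and 100% = DMSO wells without ATP; some compounds past the cut are filed as inactive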
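Measured by: calcium-sensitive Fluo-8 fluorescence / Test system: CHO parental line / Controls: ATP-challenged DMSO wells low, unchallenged DMSO wells high / Measure: % inhibition / Compound: single nominal dose of 5.6 µM per compound / Replicates: single well per compound, no replicates / Reagent: ATP as calcium-mobilizing challenge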
* marks the source's active call; other numbers are inactive results; nt = no result given.

SMILES	OXTR ag	TAAR1 antagonist	CHO-K1 Ca antag	CHO-K1 Ca ag	GPR7 antagonist	V1R ag counter	OXTR potentiate	M1 PAM parental	CHO parental Ca
O=C(CCC1CCN(C(=O)c2cncs2)CC1)Nc1ccccc1	0.7	-11	12	-0.1	-3	0.5	-7	-24	-8
COC(=O)CNC(=O)C(C)(C)Oc1ccc(Cl)cc1	-0.5	13	-5	0.2	2	-0.4	0	8	-8
O=c1c2cc(Cl)ccc2nc(-c2ccccc2)n1O	-0.3	10	14	0.4	-3	-0.6	-1	-9	-9
Cn1c(NCc2cccs2)nc2ccccc21	-1.8	-8	-9	0.0	16	-0.9	-12	11	-10
CC1C/C(=N\NC(=S)NCc2ccccc2)CC(C)(C)C1 (stereo not drawn)	-2.1	3	-3	0.2	-16	-1.2	-1	18	-6
CCCCCCNCc1cccc(Br)c1	1.6	2	-17	1.5	9	0.2	-6	11	-7
CC1(C)CC(=O)C2=C(C1)OC(N)=C(C#N)C21C(=O)N(CN2CCOCC2)c2ccccc21 (stereo not drawn)	-0.3	3	-8	1.7	-4	0.9	-9	20	0
COc1ccc(C(=O)OCC(=O)NCC2CCCO2)cc1S(=O)(=O)N1CCCc2ccccc21 (stereo not drawn)	0.0	11	-6	1.4	3	13	-5	18	-11
C[C@@H]1CCCCO[C@H](CN(C)Cc2ccccc2)[C@@H](C)CN([C@H](C)CO)C(=O)c2cc(NC(=O)c3ccccc3)ccc2O1	nt	-2	-8	-0.4	nt	nt	nt	9	nt
CCOC(=O)c1c(S(=O)(=O)NCC(=O)Nc2ccccc2OC)c(C)n(C)c1C	-0.4	4	-11	-0.4	-4	0.9	3	-3	-20
Cc1ccc(NC(=S)C2=C(O)c3ccccc3N(C)S2(=O)=O)cc1	-0.9	3	12	0.3	-4	-0.1	-6	-5	3
Cn1cnc([N+](=O)[O-])c1SCCO	0.6	-3	1	4.0	-3	-0.5	-9	7	17
CCN(CC)CCNCc1ccc(-c2ccc(Cl)cc2)o1	1.6	-11	-8	2.3	2	1.1	-2	21	-13
CCOC(=O)C1(CCCc2ccccc2)CCN(CC(O)CO)CC1 (stereo not drawn)	1.6	4	3	-0.2	0	1.5	1	10	-14
COc1ccc2c(c1)C(=O)c1ccccc1CO2	-2.9	-9	-9	-0.3	-6	0.4	1	20	-5
COc1ccc(-c2[nH]ncc2CNCC(C)(C)N2CCOCC2)cc1F	0.8	9	4	-0.5	0	0.9	-6	3	0
O=S(=O)(Nc1ccc(N2CCCCC2)cc1)c1cccc2cccnc12	1.2	-3	-2	0.4	-15	2.9	-1	4	-14
COCCOC(=O)c1c(C)oc2cc(Br)c(OCC(N)=O)cc12	-0.4	21	0	2.7	-2	-0.3	-7	-7	-24
CCc1noc(C)c1C(=O)Nc1sc(C(=O)N(C)C)c(C)c1C(=O)OC	-0.6	-10	6	1.1	-1	-0.5	5	-5	-10
COc1cc2ccccc2cc1C(=O)OCC(=O)N(C)c1c(N)n(Cc2ccccc2)c(=O)[nH]c1=O	0.2	-13	1	0.3	nt	0.1	-6	0	-28
CN(C(=O)COC(=O)c1ccccc1SCC(=O)N1CCCC1)C1CCS(=O)(=O)C1 (stereo not drawn)	1.5	-18	-7	0.5	-14	1.2	8	7	-5
Cc1noc(C)c1C(=O)N(CC(=O)Nc1ccc(Cl)c(C(F)(F)F)c1)Cc1ccco1	4.0	-3	15	0.5	nt	2.4	-10	-14	-6
Cc1cc(N2C(=O)CC(Cc3ccccc3)C2=O)no1 (stereo not drawn)	-0.1	12	8	0.6	-4	0.2	-16	7	0
COCCn1cnc2c(c1=O)c1nc3ccccc3nc1n2/N=C/c1ccc(OC)c(OC)c1	1.9	-14	-9	1.5	-9	1.1	4	15	-10
Cc1cc(S(=O)(=O)NCC(c2ccccc2)c2ccccc2)ccc1-n1cnnn1	0.1	18	1	0.2	17	0.3	-11	6	-4

Remaining list, next part:
SMILES	OXTR ag	TAAR1 antagonist	CHO-K1 Ca antag	CHO-K1 Ca ag	GPR7 antagonist	V1R ag counter	OXTR potentiate	M1 PAM parental	CHO parental Ca
N#CC1(N2CCN(C(=O)c3ccccc3)CC2)CCCCC1	-0.9	-3	-9	1.0	-15	-0.2	0	23	-6
CCCCNC(c1ccccc1)c1ccncc1 (stereo not drawn)	-0.8	-12	-4	0.1	-6	0.5	-1	15	-9
CCCCn1c(SCC2CCCO2)nc2cc(S(N)(=O)=O)ccc21 (stereo not drawn)	0.1	0	9	0.6	-5	-0.5	-7	-3	-17
O=C(CN1CC(=O)Oc2ccccc21)OCC(=O)c1ccc(Br)cc1	-0.3	-7	-3	0.3	-15	1.3	9	36	-6
Cc1cc(N/N=C/c2ccncc2)nc2ccccc12	nt	-7	-18	0.8	-14	nt	nt	30	nt
CNC(=O)COC(=O)c1ccccc1NC(=O)c1ccco1	0.8	-14	-1	1.0	-10	-0.6	-2	-5	-14
CC(=O)c1sc(NC(=O)C(C)(C)C)nc1C	-0.9	-1	15	0.2	-6	-0.5	-7	-6	-1
Cc1cccc2cc(CN(Cc3cccnc3)C(=O)c3cccs3)c3nnnn3c12	-0.2	nt	nt	nt	-3	0.5	-4	nt	-10
CC12CN3CC(C)(CN(C1)C3c1c[nH]c3ccccc13)C2=O (stereo not drawn)	2.0	-1	0	12	-15	9.0	-2	25	6
CC(CNC1CCCCC1)OC(=O)c1ccc([N+](=O)[O-])cc1 (stereo not drawn)	nt	6	-5	0.1	nt	nt	nt	-20	nt
Cc1ccc2nc(CSc3nnc4ccccn34)cc(=O)n2c1	-0.2	13	3	0.9	17*	0.0	-15	3	-10
Cc1cccc(NC(=S)NCCc2ccc3c(c2)OCCO3)c1C	-2.2	-18	-5	2.4	-3	0.7	-15	12	-9
CCOC(=O)c1c(C)[nH]c(C(=O)CSc2nnnn2-c2ccc(C)cc2)c1C	1.0	-1	-10	0.2	-7	-0.3	-2	9	-17
Cc1cc2cc(CN(Cc3nnnn3C3CCCCC3)CC3CCCO3)c(=O)[nH]c2cc1C (stereo not drawn)	-0.4	7	-19	0.7	0	0.5	-3	4	-13
CCOc1cc(/C=N/NC(=O)Cn2nc([N+](=O)[O-])cc2C)cc(Br)c1OCc1ccccc1C	0.0	15	7	0.4	8	0.2	-3	3	-18
Cc1ccc(-n2c(SCC(=O)NCCC3=CCCCC3)nc3n[nH]c(C)c3c2=N)cc1Cl	-2.2	0	-15	-0.8	-18	-0.4	-13	11	-19
COc1ccc(-n2c(CNc3ccc(C)cc3)nnc2SCc2ccccc2)cc1	-2.2	-6	-14	0.5	14	-0.3	-5	27	-20
C/C(=N/NC(=O)c1ccc2c(c1)OCO2)c1ccc(NC(=O)C(F)(F)F)cc1	-0.2	-16	-10	2.1	-10	0.3	-5	27	-3
COC(=O)Cc1cc(=O)oc2c(C)c(O)ccc12	3.8	-8	-24	2.9	-8	2.7	-3	17	-2
COc1cc2c(cc1OC)CN(S(=O)(=O)c1ccccc1F)CC2	0.1	2	-11	3.3	2	1.3	-11	14	-13
O=C(NCCOc1ccc(Cl)cc1)c1ccc2c(c1)OCCO2	4.6	-4	-14	0.6	nt	1.1	-9	6	-6
CCCOc1ccc(CNC(=S)NCc2ccc(OC(C)C)cc2)cc1	-1.0	17	-12	2.0	0	1.1	-5	16	-23
COCC1CCCCN1Cc1cn[nH]c1-c1ccc2cc(OC)ccc2c1 (stereo not drawn)	-1.0	6	-9	0.9	-6	0.3	2	-6	-25
O=C(Cc1ccccc1)N[C@@H]1c2ccccc2CC[C@@H]1OCc1ccccc1	nt	17	-4	0.1	nt	nt	nt	20	-21
O=C(NC(Cc1ccccc1)C(=O)O)/C(=C\c1ccc(F)cc1)NC(=O)c1ccco1 (stereo not drawn)	-0.7	0	-4	0.4	3	-0.8	0	-6	-4
CCc1nn(CCCC(=O)NCc2cc(Br)ccc2OC)c(=O)c2cc3occc3n12	-0.3	-7	4	5.3	-10	1.8	-8	30	-37
CCOC(=O)c1c(C)[nH]c(C(=O)C(C)OC(=O)c2ccc(NC(=O)CC#N)cc2)c1C (stereo not drawn)	0.4	-5	-4	0.8	nt	1.5	-3	-3	2

Shown with two lines to a compound: entries from further up
Every second line gives: OXTR ag	TAAR1 antagonist	CHO-K1 Ca antag	CHO-K1 Ca ag	GPR7 antagonist	V1R ag counter	OXTR potentiate	M1 PAM parental	CHO parental Ca
Cc1ccc(-n2c(SCC(=O)NCCC3=CCCCC3)nc3n[nH]c(C)c3c2=N)cc1Cl
  -2.2	0	-15	-0.8	-18	-0.4	-13	11	-19
COc1ccc(-n2c(CNc3ccc(C)cc3)nnc2SCc2ccccc2)cc1
  -2.2	-6	-14	0.5	14	-0.3	-5	27	-20

Copied from the list.
CHO-K1 Ca antag, CC1(C)CC(=O)C2=C(C1)OC(N)=C(C#N)C21C(=O)N(CN2CCOCC2)c2ccccc21 (stereo not drawn) : -8
V1R ag counter, COc1ccc(C(=O)OCC(=O)NCC2CCCO2)cc1S(=O)(=O)N1CCCc2ccccc21 (stereo not drawn) : 13
M1 PAM parental, C[C@@H]1CCCCO[C@H](CN(C)Cc2ccccc2)[C@@H](C)CN([C@H](C)CO)C(=O)c2cc(NC(=O)c3ccccc3)ccc2O1 : 9

3 compounds drawn at random from those above:
SMILES	OXTR ag	TAAR1 antagonist	CHO-K1 Ca antag	CHO-K1 Ca ag	GPR7 antagonist	V1R ag counter	OXTR potentiate	M1 PAM parental	CHO parental Ca
O=C(CN1CC(=O)Oc2ccccc21)OCC(=O)c1ccc(Br)cc1	-0.3	-7	-3	0.3	-15	1.3	9	36	-6
Cc1cccc2cc(CN(Cc3cccnc3)C(=O)c3cccs3)c3nnnn3c12	-0.2	nt	nt	nt	-3	0.5	-4	nt	-10
CCCCNC(c1ccccc1)c1ccncc1 (stereo not drawn)	-0.8	-12	-4	0.1	-6	0.5	-1	15	-9
